Source: PubChem BioAssay
VLA-4 inh – inhibition in a human VLA-4 binding assay; VLA-4 expressing cells, ligand binding flow cytometry; P13612; 330,000 tested, 0.2% active; inhibition, % (about 7 µM as worked out from the volumes in the protocol); in the data active = inhibition above about 50%
PP5 inh – PP5 (human) phosphatase inhibition; P53041; inhibition, % at 6.7 µM; 320,000 tested, 0.18% active; purified PP5c, OMFP substrate fluorescence; AID 1987;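 active = inhibition above the campaign's mean inhibition across all tested compounds plus 3 SD, cut at about 9.5% in these data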;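 also: 0% = DMSO only and 100% = 100 µM cantharidin control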
PP1 inh – blocks human PP1-alpha phosphatase, a PP5 counter-screen; P62136; purified PP1alpha, OMFP fluorescence; inhibition, % at 6.7 µM; 320,000 tested, 0.9% active; AID 2235;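 active = inhibition above the mean inhibition of all tested compounds plus 3 SD, computed separately for each screening campaign, cut at about 15% in these data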
Target sequence (P62136 whole entry, looked up): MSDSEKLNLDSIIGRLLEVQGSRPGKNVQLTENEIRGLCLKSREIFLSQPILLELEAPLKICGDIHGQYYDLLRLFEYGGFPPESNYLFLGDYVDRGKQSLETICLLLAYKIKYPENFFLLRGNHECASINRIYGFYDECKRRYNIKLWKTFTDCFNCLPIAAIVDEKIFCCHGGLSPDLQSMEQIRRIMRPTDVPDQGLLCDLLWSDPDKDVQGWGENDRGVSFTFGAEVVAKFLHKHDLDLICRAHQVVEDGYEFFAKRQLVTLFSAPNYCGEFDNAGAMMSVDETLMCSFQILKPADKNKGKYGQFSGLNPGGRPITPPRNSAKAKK
GRK2 inh – human GRK2 inhibition via aptamer displacement; P25098; bead flow cytometry, FAM-aptamer displacement from GRK2; inhibition of aptamer binding, % at 10 µM; 330,000 tested, 0.59% active;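 active = inhibition of aptamer binding above 40%, roughly 3 SD of noise, on plates passing a quality check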;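 also: median bead fluorescence of bound FAM aptamer so fluorescent compounds give negative values; no value below 0 was filed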
HCV core dimer – HCV core protein dimerization inhibition; 300,000 tested, 0.33% active; TR-FRET GST/Flag-core106 dimerization, 1536-well; AID 1899; inhibition, % at 5 µM;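 active = inhibition above the mean of all tested compounds plus 3 SD, set per screening campaign, cut at about 45% in these data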
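Material: Tagged HCV core106 pair (GST and Flag) | Amount: GST-core106 13.5 nM, Flag-core106 17 nM | Medium: KF-containing HEPES buffer, pH 7.45, DTT, CHAPS, BSA | Reagent: Eu donor and XL665 acceptor anti-tag antibodies | Schedule: 4 h at 22.5 °C | Technique: Time-resolved FRET, ex 340 nm, em 617 and 671 nm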
proCasp3 act – procaspase-3 (human) activation. recombinant procaspase-3 D3A, Ac-DEVD-pNA absorbance 405 nm. AID 463141. 330,000 tested, 0.11% active. P42574. activation, % at 8.5 µM;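 active = activation above the mean of all tested compounds plus 3 SD, cut at about 21% in these data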;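 also: 0% = DMSO alone and 100% = DMSO wells spiked with extra 5 µM PC-3 D3A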
Target sequence (P42574 whole entry D9A/D28A/D175A): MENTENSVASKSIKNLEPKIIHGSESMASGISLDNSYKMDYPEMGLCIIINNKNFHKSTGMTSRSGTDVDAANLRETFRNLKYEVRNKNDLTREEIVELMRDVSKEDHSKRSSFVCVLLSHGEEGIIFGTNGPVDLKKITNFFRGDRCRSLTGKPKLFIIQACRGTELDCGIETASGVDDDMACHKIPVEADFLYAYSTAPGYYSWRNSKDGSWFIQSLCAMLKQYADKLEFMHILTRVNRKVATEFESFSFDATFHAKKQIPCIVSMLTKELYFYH
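Test system: Procaspase-3 D3A mutant, all three cleavage aspartates alanine | Dosing: Single dose, 8.5 µM nominal compound, 0.8% DMSO | Schedule: 1 h preincubation, 2 h reaction | Technique: 405 nm absorbance of p-nitroaniline, reads at 0 and 120 min | Repeats: One well per compound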
Fh CTSL1 inh – blocks F. hepatica cathepsin L1 in PFM18AAP counter-screen; 300,000 tested, 0.49% active; AID 1906; inhibition, % at 5.96 µM; recombinant F. hepatica cathepsin L1, Z-Leu-Arg-MCA fluorescence;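 active = inhibition above the mean of all tested compounds plus 3 SD, set per screening campaign, cut at about 17% in these data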;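 also: 0% = plate median of test compound wells and 100% = 1 µM Z-Phe-Ala-diazomethylketone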
JMJD2C inh – blocks human GASC-1 demethylase activity; Q9H3R0; GST-JMJD2C(1-420) H3K9me3 demethylation, DELFIA europium; AID 2099; inhibition, % at 2.35 µM; 330,000 tested, 0.069% active;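 active = more than half of a compound's replicate wells show inhibition beyond 50%, single wells judged on their own value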;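 also: signal counts dimethyl H3K9 product captured on neutravidin plate; 0% = median of DMSO wells and 100% = 0.3 times that DMSO median; strong numbers were not always called active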
proCasp7 act – counter-screen: procaspase-7 (human) activation; recombinant procaspase-7, Ac-DEVD-pNA absorbance 405 nm; D23A/D198A/D206A triple mutant, cannot self-cleave; scale: DMSO 0, 5 µM enzyme 100; AID 463210; activation, % at 8.5 µM; 330,000 tested, 0.093% active; P55210;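 active = percent activation above the screen-wide mean plus 3 SD, cut at about 25% in these data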
Target sequence (P55210 whole entry D23A/D198A/D206A): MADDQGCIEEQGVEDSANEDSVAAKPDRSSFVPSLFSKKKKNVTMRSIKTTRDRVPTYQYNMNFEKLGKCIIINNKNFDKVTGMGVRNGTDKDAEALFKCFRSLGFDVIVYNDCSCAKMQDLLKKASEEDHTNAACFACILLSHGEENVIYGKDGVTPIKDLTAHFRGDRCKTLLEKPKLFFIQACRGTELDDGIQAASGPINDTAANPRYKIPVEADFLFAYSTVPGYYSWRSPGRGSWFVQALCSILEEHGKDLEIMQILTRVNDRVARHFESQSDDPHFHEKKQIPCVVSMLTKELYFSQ
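Detection: p-Nitroaniline absorbance at 405 nm, read at 0 and 120 min; system: Uncleavable procaspase-7 mutant enzyme; evaluation: % activation from two-timepoint absorbance difference, scaled to controls; times: 1 h enzyme–compound preincubation and 2 h substrate reaction, both 25 °C; buffer or medium: Zinc-free HEPES pH 7.4 with 300 mM NaCl, 0.01% Triton X-100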
Starred values were filed as active, the others as inactive; . = no result given.

SMILES	VLA-4 inh	PP5 inh	PP1 inh	GRK2 inh	HCV core dimer	proCasp3 act	Fh CTSL1 inh	JMJD2C inh	proCasp7 act
O=C(c1cc(COc2ccc(F)cc2F)on1)N1CCN(C(=O)c2ccco2)CC1	10	1.1	-3	5	10	-10	2	3	1
Cc1ccc(C)c(NC(=S)NC2CC3CCCC(C2)N3CC(C)C)c1 (stereo not given)	24	0.5	0	0	-5	-5	0	9	8
COc1ccc(N(C(=O)c2csnn2)C(C(=O)NC2CCCC2)c2ccccc2)cc1 (stereo not given)	4	0.0	2	2	-13	2	-1	-4	-1
COC(=O)c1ccccc1NC(=O)C(=O)NCC1CCCO1 (stereo not given)	-1	-0.4	2	0	-8	1	-6	-5	7
Cn1c(=S)n(/N=C/c2cccs2)c2ccccc21	-1	-2.6	-3	2	3	0	-2	0	-2
O=C(NC1CCCCC1)N1CCN(c2ncccn2)CC1	13	4.6	-2	0	-1	3	-3	-29	3
O=C1c2ccccc2CCC12N=NCC2c1ccc(Br)cc1 (stereo not given)	17	1.0	0	3	9	4	1	1	8
COCCOCC(=O)Nc1ccc(S(=O)(=O)Nc2cc(C)nc(C)n2)cc1	15	-0.6	-2	0	-3	0	0	-31	0
Cc1ccc(S(=O)(=O)N(CC(=O)NCc2ccco2)C2CCCCC2)cc1	0	1.0	0	0	-2	-8	2	-3	-7
COc1ccccc1N1CCN(C(=O)Cn2c(=O)[nH]c3ccsc3c2=O)CC1	-2	1.9	3	0	-1	-4	-5	10	13
CCc1nnc(NC(=O)CCN2C(=O)c3ccccc3S2(=O)=O)s1	9	2.1	-3	4	-5	-1	2	-2	-2
CCOc1cc(N2CCOCC2)c(OCC)cc1NS(=O)(=O)c1ccc(Cl)s1	24	2.8	-4	2	-7	1	-3	-16	2
CC(/C=C/c1ccco1)=N/NC(=O)c1ccc(C)nc1	10	-0.9	-8	1	-6	-2	1	-19	1
CCn1cc(C2=NC(C)(C)CO2)c2ccccc21	5	0.2	5	2	-2	7	0	8	0
Cc1c(N=Cc2ccc[nH]2)c(=O)n(-c2ccccc2)n1C	9	0.9	-6	2	1	4	0	-13	-2

Sorted by SMILES length (lowest first): some entries from above
SMILES	VLA-4 inh	PP5 inh	PP1 inh	GRK2 inh	HCV core dimer	proCasp3 act	Fh CTSL1 inh	JMJD2C inh	proCasp7 act
CCn1cc(C2=NC(C)(C)CO2)c2ccccc21	5	0.2	5	2	-2	7	0	8	0
Cn1c(=S)n(/N=C/c2cccs2)c2ccccc21	-1	-2.6	-3	2	3	0	-2	0	-2
O=C1c2ccccc2CCC12N=NCC2c1ccc(Br)cc1 (stereo not given)	17	1.0	0	3	9	4	1	1	8
CC(/C=C/c1ccco1)=N/NC(=O)c1ccc(C)nc1	10	-0.9	-8	1	-6	-2	1	-19	1
Cc1c(N=Cc2ccc[nH]2)c(=O)n(-c2ccccc2)n1C	9	0.9	-6	2	1	4	0	-13	-2
Cc1ccc(C)c(NC(=S)NC2CC3CCCC(C2)N3CC(C)C)c1 (stereo not given)	24	0.5	0	0	-5	-5	0	9	8
COCCOCC(=O)Nc1ccc(S(=O)(=O)Nc2cc(C)nc(C)n2)cc1	15	-0.6	-2	0	-3	0	0	-31	0
CCOc1cc(N2CCOCC2)c(OCC)cc1NS(=O)(=O)c1ccc(Cl)s1	24	2.8	-4	2	-7	1	-3	-16	2
COc1ccccc1N1CCN(C(=O)Cn2c(=O)[nH]c3ccsc3c2=O)CC1	-2	1.9	3	0	-1	-4	-5	10	13
O=C(c1cc(COc2ccc(F)cc2F)on1)N1CCN(C(=O)c2ccco2)CC1	10	1.1	-3	5	10	-10	2	3	1
COc1ccc(N(C(=O)c2csnn2)C(C(=O)NC2CCCC2)c2ccccc2)cc1 (stereo not given)	4	0.0	2	2	-13	2	-1	-4	-1

More results
SMILES	VLA-4 inh	PP5 inh	PP1 inh	GRK2 inh	HCV core dimer	proCasp3 act	Fh CTSL1 inh	JMJD2C inh	proCasp7 act
Nc1nnnn1/N=C/c1ccc(N2CCCCC2)c([N+](=O)[O-])c1	4	3.3	0	0	-2	0	-3	1	-5
O=C(O)CSc1nnc(SCc2cccc3ccccc23)s1	-1	-2.1	5	0	1	11	4	2	-6
COc1ccc(-c2cc3nc(C)cc(-c4ccc(OC)cc4)n3n2)cc1	9	3.5	-3	1	-3	0	-1	-2	6
CCCCCC(=O)Cc1cc(O)cc2c1C(=O)Oc1cc(O)c(C(=O)O)c(CCCCC)c1O2	13	6.7	29*	0	5	-1	1	6	-4
CSc1nc(C)cc(-n2ccc(=O)[nH]c2=O)n1	17	4.6	-1	15	1	0	-4	-2	0
COc1cc(S(=O)(=O)N2CCN(C(=O)c3ccccc3)CC2)c(OC)cc1Br	4	-1.2	-5	0	4	-7	4	11	10
CSCCC(=O)N1CCC(n2nccc2NC(=O)c2ccc3c(c2)OCO3)CC1	13	-1.1	0	0	1	2	3	10	0
CCCCCCC(=O)Nc1nc(C)c(-c2csc(Nc3ccccc3OC)n2)s1	26	5.9	3	0	-1	-5	-1	1	-10
Cc1ccc(Nc2nnc(SCC(=O)Nc3ccccc3[N+](=O)[O-])s2)cc1	15	-0.6	2	2	8	7	3	14	6
COc1ccc(OC)c(-c2cc(C(=O)Nc3ccccc3C(N)=O)c3ccccc3n2)c1	2	2.1	-6	0	-1	11	1	-4	12
CCn1c(=O)c(C(=O)Nc2ccc(C)cc2)c(O)c2ccccc21	1	1.2	-5	1	-6	10	1	-4	13
O=C(NC1CCCCC1)n1c(=O)oc2ccccc21	30	-0.2	-1	2	-5	2	12	-3	8
C=CCn1c(=O)c(C(=O)NCCc2ccc(Cl)cc2)c(O)c2cc(OC)c(OC)cc21	9	0.8	-2	1	-8	-1	-7	11	-7
CC(C)c1ccc(Nc2cnn(C34CC5CC(CC(CC(=O)O)(C5)C3)C4)c(=O)c2Cl)cc1	18	2.9	-2	1	2	7	-5	0	2
NS(=O)(=O)c1cccc(NC(=O)CC(NC(=O)c2ccccc2Cl)c2ccccc2)c1 (stereo not given)	-9	0.4	0	10	-24	-13	0	-12	16
COc1ccc2oc(C(=O)OC(C)C(=O)N3CCC(C)CC3)c(C)c2c1 (stereo not given)	-1	2.3	-3	1	.	9	.	0	-6
Cc1ccc2cc3c(NS(=O)(=O)c4cccc5nonc45)nn(CC(C)C)c3nc2c1	4	0.1	1	1	7	1	2	49	10
N#C/C(C(=O)N1CCCCC1)=C1/N=C(NC(=O)c2ccc(F)cc2)c2ccccc21	-6	1.3	-2	3	6	0	-3	7	5
O=C(CNC(=O)c1ccc2c(=O)n3c(nc2c1)CCC3)Nc1ccc(F)c(F)c1	-16	2.0	1	3	-11	-3	4	-6	9
Cc1ccc(CNC(=O)CSCc2cccc(F)c2)cc1	7	1.6	0	2	-1	8	-1	0	13
Cc1ccc(OCC(=O)NC2CCSc3ccccc32)cc1 (stereo not given)	-9	1.4	7	1	-4	-1	-3	3	2
Cc1ccc(CNCC2CCCO2)o1 (stereo not given)	4	-0.2	-1	5	0	12	-1	-1	5
COc1ccccc1CC(=O)NN1C(=O)c2ccccc2C1=O	34	-1.9	3	0	-6	-2	-3	-4	-8
Cc1ccc(N/N=C/C=C/c2ccco2)cc1	-28	0.2	0	0	-12	-32	0	-5	-41
OCCSc1ncnc2c1oc1ccccc12	-4	1.3	-1	1	-7	1	-3	-1	2
CCCCN(C)Cc1c(C)[nH]c2ccc(Cl)cc2c1=O	6	-1.1	0	2	-8	6	2	-3	1
COc1cc(NC(=O)c2cc(C)nc3ccccc23)cc(OC)c1OC	1	-3.0	-4	3	0	4	-1	3	6
COc1cc(/C=N/Nc2ccccn2)ccc1O	12	-2.1	-2	0	-7	-2	2	14	-2
CC(=O)C1=C(C)NC(SCC(N)=O)=C(C#N)C1CC(C)C (stereo not given)	19	1.9	4	0	-4	-20	-1	2	-20
CCC1CCCCN1c1nc2c(C=O)c(C)nn2c2ccccc12 (stereo not given)	3	0.1	0	0	9	0	-5	7	10

Limited to Fh CTSL1 inh and PP1 inh, for some of the entries so far:
SMILES,Fh CTSL1 inh,PP1 inh
Cc1ccc(CNC(=O)CSCc2cccc(F)c2)cc1,-1,0
Cc1ccc(OCC(=O)NC2CCSc3ccccc32)cc1 (stereo not given),-3,7

New compounds follow
SMILES	VLA-4 inh	PP5 inh	PP1 inh	GRK2 inh	HCV core dimer	proCasp3 act	Fh CTSL1 inh	JMJD2C inh	proCasp7 act
O=C(Oc1coc(CSc2ncccn2)cc1=O)c1cccc([N+](=O)[O-])c1	10	0.8	-6	1	2	-2	-1	1	0
Cc1oc(-c2ccc(Cl)cc2)nc1CS(=O)CC(=O)NCc1ccccc1 (stereo not given)	0	-0.1	2	1	13	1	-2	-14	8
COCCCNS(=O)(=O)c1ccc(S(=O)(=O)N2CCCC2)cc1	-8	0.9	0	1	-6	0	-3	-4	-5
CCOc1cc(CNn2cnnc2)cc(Br)c1OCC(=O)NC1CCCCC1	-4	1.9	-4	0	-3	-4	-1	11	3
O=C(COC(=O)c1ccc[nH]c1=O)Nc1ccc(S(=O)(=O)N2CCCC2)cc1	6	1.7	1	1	8	6	-3	21	6
Cc1ccc(NC(=O)CSc2nc(C)c(C)c(C)n2)c([N+](=O)[O-])c1	5	-0.6	-1	1	7	-5	-1	10	5
Cc1cccc(-c2n[nH]c(S(C)(=O)=O)c2C#N)c1	4	-1.4	-6	0	1	-5	1	-2	4
Cc1nn(CC(=O)Nc2ccc(N(C)C)cc2)c(C)c1[N+](=O)[O-]	-13	1.7	-1	2	-5	0	0	-4	0
C/C(=N\NC(=O)c1cccc(S(=O)(=O)N2CCCC2)c1)c1ccc(OCC(=O)N(C)C)cc1	10	-0.7	-3	0	4	15	5	-13	-2
CN(c1c[nH]c(=O)[nH]c1=O)C1CCCCC1	2	1.7	0	1	1	-1	4	-27	2
O=C(CCNC(=O)c1ccc([N+](=O)[O-])cc1)Nc1ccc(F)cc1F	2	-3.4	3	0	2	0	3	-15	2
O=C(C1CCN(S(=O)(=O)c2cnc[nH]2)CC1)N1CCn2c1nc1ccccc12	9	-1.6	1	3	5	1	8	-24	0
COC(=O)[C@@]12CCCCN1[C@H](c1ccc(-c3ccccc3)c(OC)c1)[C@H]1C(=O)N(C)C(=O)[C@H]12	6	.	.	1	.	2	.	.	6
CC(NC(=O)CSCc1ccc(Br)cc1)c1ccccc1 (stereo not given)	2	3.3	1	1	-16	2	-2	13	-2
